# TbPYK inhibitor: T. brucei pyruvate kinase inhibition. TbPYK enzyme, Kinase-Glo Plus ATP luminescence, 45 min. actives 0.12% (n = 410,000). Q57TT1. Potency, µM (highest dose often 76.8 µM), for the others: top-dose activity, negative = inhibition, hits mostly inhibitors; active = well fitted inhibition curve with a large enough effect; note: nearly all actives have a fitted effect of over 50% in size
#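 ADP (130 uM final) triggers the TbPYK reaction after compound addition; incubation is 45 min at room temperature. Kinase-Glo Plus is then added and luminescence imaged. Normalized data are fitted to concentration-effect curves.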
# Numbers without * were called inactive; [ ] = another dose, or the depositor's remark. % is set by controls: 0 for no effect and ±100 for the full control effect; potency is the fitted concentration of half-maximal effect.
molecule	TbPYK inhibitor
CCOc1ccccc1CNC(=O)C1CCCN(c2ncnc3onc(-c4ccc(F)cc4)c23)C1 (stereo not drawn)	0%
Cc1ccc(-n2c(-c3ccc(Br)cc3)nc3c(cnn3-c3ccccc3)c2=O)cc1	-7%
Cc1ccc(-c2cc3nc(-c4ccccc4)cc(C(F)(F)F)n3n2)cc1	-11%
CCOC(=O)CCNC(=O)N1CCC(CCOc2ccccc2)(C(=O)OCC)CC1	-1%
Cc1c(NC(=O)c2ccccc2F)cccc1-c1nc2cccnc2s1	-15%
COc1ccc(OCC2c3cc(OC)c(OC)cc3CCN2C(=O)COc2ccc(Cl)cc2Cl)cc1 (stereo not drawn)	-8%
COc1ccccc1CNc1nc(NCc2ccc(C(C)C)cc2)c2sccc2n1	5%
CN(Cc1ccccc1)C(=O)c1cccc(NC(=O)Cc2ccc(NC(=O)C3CCCN(C(=O)C4CC4)C3)cc2)c1 (stereo not drawn)	-4%
CC(C)Cc1nnc(N)s1	-11%
COCCNc1oc(-c2ccc(OC)cc2)nc1C#N	-3%
CC(C)C[C@H]1CNC(=S)N1CC1CCN(CC2CCC(C(C)(C)C)CC2)CC1 (stereo partly drawn)	-2%
CSc1ccc(Cn2c(C)c(C(=O)NCc3ccc(F)cc3)sc2=O)cc1	3%
CCOC(=O)c1c(NC(=O)c2cc(=O)c3c(C)cc(C)cc3o2)sc2c1CCC2	-6%
Cc1ccc2nc(CNC(=O)c3ccccc3)[nH]c2c1	2%
Cc1cccc(NC(=O)CCS(=O)(=O)c2cc(Br)cc3c2N(C(=O)C2CC2)CC3)c1	2%

# A few values from above.
# CC(C)Cc1nnc(N)s1 in TbPYK inhibitor = -11%
# Cc1ccc(-n2c(-c3ccc(Br)cc3)nc3c(cnn3-c3ccccc3)c2=O)cc1 in TbPYK inhibitor = -7%
# CSc1ccc(Cn2c(C)c(C(=O)NCc3ccc(F)cc3)sc2=O)cc1 in TbPYK inhibitor = 3%
# Cc1ccc(-c2cc3nc(-c4ccccc4)cc(C(F)(F)F)n3n2)cc1 in TbPYK inhibitor = -11%

# The main list resumes, repeating the 2 entries before the break.
molecule	TbPYK inhibitor
Cc1ccc2nc(CNC(=O)c3ccccc3)[nH]c2c1	2%
Cc1cccc(NC(=O)CCS(=O)(=O)c2cc(Br)cc3c2N(C(=O)C2CC2)CC3)c1	2%
CN(C)c1ccc(NC(=S)Nc2ccc3c(c2)c(=O)n(C)n3-c2ccc(C(C)(C)C)cc2)cc1	-6%
O=C(Cc1ccc(F)cc1)NCCc1csc(-c2cccc(F)c2)n1	-4%
CCOc1ccc(CNC(=O)CCn2nc(C)c3c(C)n(-c4ccccc4)nc3c2=O)cc1	-2%
COc1ccc(CNC(=O)CCc2nc3cccnc3n2Cc2ccccc2)cc1	-16%
Cc1nn(-c2ccccc2)c(C)c1NC(=O)COC(=O)CCc1ccccc1	7%
Cc1ccc(Cl)cc1NC(=O)c1cc(S(=O)(=O)N2CCCCCC2)cn1C	0%
CCOC(=O)[C@]12CCC=C1N(Cc1ccccc1)C(=O)[C@H](CC(=O)NCCc1ccccc1OC)C2	3%
O=C([C@H]1O[C@@H](n2ccc(=O)[nH]c2=O)[C@H](O)[C@@H]1O)N1CCN(Cc2ccccn2)CC1	1%
COc1cc(CN(C(=O)c2ccc(OC(C)C)cc2)C2CCS(=O)(=O)C2)cc(OC)c1OC (stereo not drawn)	-3%
Cc1coc2cc3oc(=O)c(CC(=O)NCc4cccc(Cl)c4)c(C)c3cc12	4%
COc1ccc(CC2(CO)COc3ccccc3C2=O)cc1 (stereo not drawn)	-25%
CN1C(=O)[C@H]2[C@@H](c3ccc(C(F)(F)F)cc3)N[C@]3(CCCN(Cc4ccc(F)cc4)C3=O)[C@H]2C1=O	-1%
Nc1nonc1-n1nnc(C(=O)N/N=C/c2cccc(Cl)c2)c1CN1CCCC1	-2%
CCc1ccc(NC(=O)Cn2c(=O)n(-c3ccc(OC)cc3)c(=O)c3ccc(C(=O)NCc4ccc(C)cc4)cc32)cc1	-1%
CCCN(CCC)C(=O)C1CCN(c2ncnc3c2nc2n3CCCCC2)CC1	18%
CCCc1cc(=O)[nH]c2nnc(SCCC(C)C)n12	5%
O=C(c1cccc(F)c1)N1CCC2(CC1)CCN(c1ncccn1)CC2	5%
COc1cc(OC)c(N(C)C(=O)Cn2ncc3c(=O)oc4ccccc4c32)cc1Cl	-5%
CCOc1ccc(C(=O)NCc2nnnn2-c2ccc(C)c(C)c2)cc1OCC	0%
COc1ccc(C(OC(=O)c2ccco2)C(=O)NC(C)(C)C)cc1OC (stereo not drawn)	4%
COc1cc(C)c(CN2CCN(c3ncccn3)CC2)cc1C	-2%
Cc1cc(Br)cn2c(Cc3ccsc3)c(C(C)(C)C)nc12	-1%
COc1ccc(CCNC(=O)c2c(O)nc3ccccn3c2=O)cc1	-1%
COc1cc(C=C2CN(C)C(=O)C2=O)ccc1O	-19%
COCCc1nn2c(=O)cc(COC(=O)c3ccc(C(C)(C)C)cc3)nc2s1	-2%
COc1cccc(NC(=O)Cn2c(=O)n(Cc3ccccc3)c(=O)c3c4c(sc32)CN(C(C)=O)CC4)c1	-7%
CCc1ccc(NC(=O)Cn2c(=O)n(CCCC(=O)NCc3ccccc3OC)c(=O)c3ccccc32)cc1	1%
CCOc1ccccc1NC(=O)CSc1nc2c(sc3ccccc32)c(=O)n1CCCC(=O)NC1CCCC1	-3%
CCc1ccccc1NC(=O)Cn1c(=O)n(Cc2ccccc2)c(=O)c2c(C)c(C(=O)N(C)C)sc21	3%
CC(C)(C)OC(=O)N1CCC(C(=O)Nc2cccc(C(=O)NCCc3ccccc3)c2)CC1	-2%
Cc1ccc(S(=O)(=O)N2CCCc3cc(NS(=O)(=O)c4ccccc4)ccc32)cc1	3%
Cc1ccc(S(=O)(=O)N(C)C)cc1NC(=O)C(C)OC(=O)CC1CC2CCC1C2 (stereo not drawn)	1%
COc1ccc(-c2[nH]c(-c3ccc(Cl)cc3)nc2SCC(=O)NCC2CCCO2)cc1 (stereo not drawn)	-5%
Cc1cccc(NC(=O)c2cccc(S(=O)(=O)N(C)C3CCCCC3)c2)n1	-8%
O=C(Nc1c(Br)cc2c(c1Br)Cc1ccccc1-2)C(Cl)Cl	-2%
CC1CC=CCC12C(=O)NC(=S)NC2=O (stereo not drawn)	3%
CCc1nc(NCC2CC2)c2nnn(Cc3ccccc3)c2n1	-4%
CCOc1ccc(NC(=O)Nc2c[nH]c(=O)[nH]c2=O)cc1	0%
COc1ccc(N2Cc3cccc(C(=O)Nc4ccc(Cl)cc4)c3C2=O)cc1	1%
Cc1ccc(C)c(NC(=O)C(c2ccccc2)N2Cc3ccccc3C2=O)c1 (stereo not drawn)	7%
OCCNc1ncnc2c1ncn2[C@H]1CN(Cc2cccs2)C[C@@H](CO)O1	-2%
Cc1ccc(S(=O)(=O)N(Cc2nc(-c3ccc(Cl)cc3)no2)C2CCCCC2)cc1	3%
COc1ccc(CNC(=O)c2ccc3c(c2)N(Cc2ccc(C)cc2)CCS3)cc1	-6%
CCOC(=O)c1cccc(Nc2cc(C)nc(C)n2)c1	11%
c1cc(OCCN2CC2)ccn1	6%
Cc1ccc(NC(=O)C2(C)CCN2C(C)C)cc1C (stereo not drawn)	9%
COc1ccc(Br)cc1CNC(=O)CN1CCSc2ccccc21	4%
CCc1noc(-c2ccc(N3CCCCC3)c([N+](=O)[O-])c2)n1	-2%
CCN(CC(=O)Nc1c(F)cccc1F)C(=O)c1ccc(OCC(=O)N2CCOCC2)c(OC)c1	3%
CCN(CC)c1ccc(NC(=O)c2cnn3c(C(F)F)cc(-c4ccccc4)nc23)cc1	-1%
CCc1nc2c(OCCOC)cccn2c1N(C)C(=O)c1ccco1	-2%
[O-]/[N+](=N\Nc1ccc(Cl)cc1)c1ccccc1	-6%
COc1ccc(S(=O)(=O)N2CCC(C(=O)NN3CCCCC3)CC2)cc1	0%
O=C(Nc1cccc(F)c1)N1CCCC2(CCNCC2)C1	-6%
Cc1oc2nc(SCC(=O)NC3CCCCC3)nc(N)c2c1C	-4%
Cc1noc(C)c1S(=O)(=O)N(C)C[C@H]1OCc2cnnn2CCCC(=O)N([C@H](C)CO)C[C@@H]1C	-9%
CC(=O)Nc1cccc(-c2cn3cccnc3n2)c1	-4%
CC1=C(C(=O)N2CCOCC2)CC(CC(=O)NC(c2ccccc2)c2ccccc2)C(=O)N1Cc1ccc(C(C)(C)C)cc1 (stereo not drawn)	-4%
Cc1ccc(S(=O)(=O)NC(=O)C2(C)CCN2C(=O)CCc2ccc(Cl)cc2Cl)nc1 (stereo not drawn)	-8%
Cc1ccc(-c2nnc(Nc3ccc(C(N)=O)cc3)c3ccccc23)cc1S(N)(=O)=O	1%

# An excerpt of these results, field by field:
CC1=C(C(=O)N2CCOCC2)CC(CC(=O)NC(c2ccccc2)c2ccccc2)C(=O)N1Cc1ccc(C(C)(C)C)cc1 (stereo not drawn)
  TbPYK inhibitor: -4%

Cc1ccc(S(=O)(=O)NC(=O)C2(C)CCN2C(=O)CCc2ccc(Cl)cc2Cl)nc1 (stereo not drawn)
  TbPYK inhibitor: -8%

# Going on with the list.
molecule	TbPYK inhibitor
COCc1nnc(NC(=O)c2cc(OC)c(OC)c(OC)c2)s1	2%
Cc1oc(-c2ccc(Cl)cc2)nc1CN1CCCC(C(=O)NCc2ccc(Cl)cc2)C1 (stereo not drawn)	-1%
COc1ccc(NC(=O)N2CC[C@@]3(CCCN(C(=O)c4ccco4)C3)C2)cc1	-6%
COc1ccc(NC(=O)N(C)C[C@H]2Oc3ccc(NS(=O)(=O)c4ccccc4)cc3C(=O)N([C@H](C)CO)C[C@@H]2C)cc1	2%
CC(=O)Nc1ccc(NC(=O)C2(C)Cc3c(-c4cccc(NC(C)=O)c4)ccnc3O2)cc1 (stereo not drawn)	-1%
CCCc1cc(NCCOCCO)n2c(nc3ccccc32)c1C#N	-1%
CCOC(=O)c1c(NC(=O)CSc2cn(CCNC(=O)c3ccccc3OC)c3ccccc23)sc2c1CCCC2	-1%
CCOc1cc2c(C#N)c(N(CC)CC)nc(N)c2c(N)n1	2%
COC(=O)[C@]12CCCCC=C1N(Cc1ccco1)C(=O)[C@H](CC(=O)N1CCOCC1)C2	1%
CCOC(=O)c1c(C)oc2nc(C)nc(N3CCN(c4ccc(C)cc4C)CC3)c12	0%
CCCn1c(NCc2ccccc2C)nc2ccccc21	1%
OC(c1ccc(F)c(F)c1)c1nc(-c2ccc(Cl)cc2)cs1 (stereo not drawn)	4%
CCCCNC(=O)c1nc(C2CCN(S(=O)(=O)c3c(F)cccc3F)CC2)oc1-c1ccccc1	4%
C#CCN(C[C@H]1[C@H](OC(=O)Nc2c(C)noc2C)[C@H](OC(=O)Nc2c(C)noc2C)C[C@@H](C(=O)OC)[C@H]1C(=O)OC)S(=O)(=O)c1ccc(C)cc1	1%
O=C(O)C1=NN(c2cc(Cl)c(S(=O)(=O)O)cc2Cl)C(=O)C1	5%
Cc1cn2c(=O)cc(COc3ccc(NC(=O)c4cccc(F)c4)cc3)nc2s1	-10%
COc1ccccc1Cn1ccn(Cc2c(F)cccc2Cl)c(=O)c1=O	3%
CCSc1ncc(Cl)c(C(=O)Nc2c(C(=O)Nc3ccccc3)oc3ccccc23)n1	1%
COc1ccc(N(Cc2cccs2)C(=O)COc2ccc([N+](=O)[O-])cc2)cc1	3%
CCOc1ccccc1NC(=O)CN1C(=O)COc2ccc(S(=O)(=O)N3CCCCC3)cc21	22%
COc1cc(NC(=O)Nc2nnc([C@@H]3C[C@H](O)[C@@H](CO)O3)s2)cc(OC)c1OC	1%
Cc1oc(-c2cccc(Br)c2)nc1Cn1c(=O)cc(-c2ccccc2)c2c(C)nn(C)c21	2%
Cc1ccc(-c2ccc(=O)n(CCC(=O)NCCc3ccccc3)n2)cc1	3%
CCCCCC1Nc2cc(C(F)(F)F)c(S(N)(=O)=O)cc2S(=O)(=O)N1 (stereo not drawn)	4%
Cc1cccc(C(=O)Nc2cc3c(cc2C)n(C)c(=O)n3C)c1	-6%
Cc1cc(Nc2cccc(C)c2C)n2cnnc2n1	4%
O=S(=O)(NCCS(=O)(=O)N1CCN(c2ccc(F)cc2)CC1)c1ccc(F)cc1	1%
CCOC(=O)C(C(=O)Cc1ccccc1)c1ccccc1 (stereo not drawn)	3%
CCCSCCCNC(=O)c1ccc(Cn2c(=O)c3cccn3c3cccnc32)cc1	0%
O=c1cnc2cnc(OCc3ccccc3)nc2n1Cc1ccc(F)cc1	1%
Cc1cc(=O)c2cc(C(=O)Nc3ccccc3)ccc2[nH]1	-1%
COc1ccc(-c2cc(C(=O)NCCc3ccccc3)c3c(-c4ccccc4)[nH]nc3n2)cc1OC	1%
COC(=O)c1scc(-c2ccc(C)cc2)c1S(=O)(=O)N1CCN(c2ccccc2F)CC1	1%
COC(=O)c1ccc(NC(=O)C2CCN(S(=O)(=O)c3ccc4c(c3)CCCN4C(C)=O)CC2)cc1	-3%
COc1ccc(CNC(=O)/C=C/[C@H]2O[C@@H](n3cnc4c(NC(=O)c5ccccc5)ncnc43)[C@H](O)[C@@H]2O)cc1	2%
COc1ccc2c(C)cc(SCC(=O)Nc3nsc(-c4ccccc4C)n3)nc2c1	1%
COc1ccc(C(=O)COC(=O)c2cc(-c3cccs3)nc3ccccc23)cc1	-4%
CC(=O)c1cc(-c2ccc(F)cc2)n(CCC(=O)Nc2nc3ccc(C)cc3s2)c1C	0%[15.4 µM]
C#CCN(C[C@@H]1[C@@H](OC(=O)NCc2ccco2)[C@@H](OC(=O)NCc2ccco2)Cn2c(=O)ccc(=O)n21)S(=O)(=O)c1ccc(C)cc1	1%
CC(CCCc1ccccc1)NC(=O)c1nn(-c2ccc(Cl)cc2)nc1CO (stereo not drawn)	0%

# Source: PubChem BioAssay (National Center for Advancing Translational Sciences (NCATS))

# A portion of the library; rates above refer to the full screens.
